DENV2 CPE: inhibitors of DENV2 cytopathic effect, primary screen, cell-based, plate reader, single concentration; hit rate 1.7% among 350,000; CPE inhibition, % at 9.99 µM; DENV2-infected cells, cytopathic effect rescue; AID 651640, 2012; in the data active means CPE inhibition above about 20%, passing the limit was not always enough; inconclusive means no clear call, values can overlap the other calls; tested in BHK-21 cells;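 further: 0% = median of neutral control wells and 100% = median of positive control wells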
ERAP1 HTS inh: human ERAP1 aminopeptidase inhibitors, primary screen, biochemical, single point, plate reader. Endoplasmic reticulum aminopeptidase 1 (Homo sapiens), Q9NZ08. recombinant ERAP1, Leu-AMC fluorescence, 60 min. inhibition, % at 10.7 µM. hit rate 0.15% among 340,000. AID 652197, 2013;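 active means mean replicate inhibition of at least 30%, or all replicates individually reaching that 30% level; inactive means mean below 30% and not every replicate reaching it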;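 further: 0% = neutral control wells and 100% = L-leucinethiol positive control wells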
Casp6 inh: human caspase-6 inhibitors, primary screen, biochemical, VEID-R110 fluorescence, single point, set 2; purified caspase-6, Z-VEID-R110 cleavage fluorescence; inhibition, % at 12.5 µM; AID 686996, 2013; hit rate 0.53% among 350,000;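 active means mean inhibition across replicates at least about 35%, with every replicate also reaching that limit, limit read from the data; inconclusive means only one of the two criteria met; inactive means neither criterion met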;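 further: 0% = median of neutral control wells and 100% = no fluorescence left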
Target sequence (P55212 24-179 limits assumed): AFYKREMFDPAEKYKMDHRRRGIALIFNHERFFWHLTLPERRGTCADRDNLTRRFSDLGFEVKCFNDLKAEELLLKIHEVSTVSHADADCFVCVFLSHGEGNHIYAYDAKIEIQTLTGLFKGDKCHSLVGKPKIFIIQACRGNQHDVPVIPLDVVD
Target sequence (P55212 194-293 limits assumed): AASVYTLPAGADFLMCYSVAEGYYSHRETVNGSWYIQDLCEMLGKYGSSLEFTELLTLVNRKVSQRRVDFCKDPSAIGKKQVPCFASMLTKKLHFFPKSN
miR-122 sensor: miR-122 Renilla sensor signal increase in Huh7, primary screen, miR-122 inhibitor project, cell-based, single point, plate reader; activation (reporter increase), % at 12.5 µM; Huh7 miR-122 Renilla luciferase sensor, 48 h; neutral wells = 0, positive control = 100; hit rate 0.3% among 340,000;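 active means mean replicate activation score at least 90 and every replicate individually at or above 90; inconclusive means only one of the two criteria met; inactive means neither criterion met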;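 further: higher luciferase means less miR-122 activity so hits act as miR-122 inhibitors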
SIRT5 inh: SIRT5 desuccinylase inhibitors, primary screen, biochemical, fluorescence imaging, single point, set 5; NAD-dependent protein deacylase sirtuin-5, mitochondrial (Homo sapiens), Q9NXA8; Purified SirT5, succinyl-peptide AMC, trypsin-coupled fluorescence; inhibition, % at 15 µM; hit rate 1.1% among 330,000; AID 652115, 2013; in the data active means inhibition above about 15%; inconclusive means no clear call, values can overlap the other calls
Target sequence (Q9NXA8 whole entry, looked up): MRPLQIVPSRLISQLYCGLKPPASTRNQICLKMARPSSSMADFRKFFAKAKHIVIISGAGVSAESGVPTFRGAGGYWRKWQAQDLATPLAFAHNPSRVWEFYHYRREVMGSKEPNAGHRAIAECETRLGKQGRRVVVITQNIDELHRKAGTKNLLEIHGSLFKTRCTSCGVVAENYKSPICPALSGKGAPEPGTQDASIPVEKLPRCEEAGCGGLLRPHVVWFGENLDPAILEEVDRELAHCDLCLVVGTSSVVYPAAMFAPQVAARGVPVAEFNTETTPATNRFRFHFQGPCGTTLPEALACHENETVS
F508del corr: F508del CFTR correction, initial screen, CFBE line, single point. CFBE cells, YFP halide quenching; stimulated with forskolin plus potentiator P3; % fluorescence drop versus neutral controls. activity (quench increase), % at 7.58 µM. hit rate 0.36% among 350,000. AID 720511, 2013;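 active means mean added fluorescence quench of at least 8% versus neutral control, with both replicates also reaching 8%; inconclusive means only one of the mean or replicate conditions met; inactive means mean below 8% and not both replicates reaching 8%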;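 further: cells transiently co-express mutant CFTR-F508del with the halide-sensitive YFP; corrector assay measuring rescue of mutant channel to the surface after 24 h compound exposure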
ERp5 block: inhibitors of ERp5-driven insulin aggregation, primary screen, biochemical, turbidity, absorbance 650 nm, single point. inhibition, % at 9.99 µM. 90 min. hit rate 0.05% among 350,000;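 active means mean replicate inhibition above about 25%, with every replicate also reaching it, limit read from the data, passing the limit was not always enough; inconclusive means only one of those two criteria met; inactive means neither criterion met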
Target sequence (Q15084 whole entry, looked up): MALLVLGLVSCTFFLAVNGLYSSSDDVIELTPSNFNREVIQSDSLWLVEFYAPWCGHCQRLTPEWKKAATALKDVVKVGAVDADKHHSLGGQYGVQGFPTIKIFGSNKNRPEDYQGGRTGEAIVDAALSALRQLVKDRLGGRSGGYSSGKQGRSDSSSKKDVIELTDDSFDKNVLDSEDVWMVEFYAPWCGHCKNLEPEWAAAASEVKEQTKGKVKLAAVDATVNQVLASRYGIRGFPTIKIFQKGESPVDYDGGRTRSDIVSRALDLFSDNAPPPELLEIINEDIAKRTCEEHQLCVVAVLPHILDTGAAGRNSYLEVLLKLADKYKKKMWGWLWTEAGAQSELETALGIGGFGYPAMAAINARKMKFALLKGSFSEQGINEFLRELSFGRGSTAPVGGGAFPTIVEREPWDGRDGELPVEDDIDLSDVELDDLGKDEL
An asterisk follows results filed as active; ? = inconclusive; / = not tested or not shown; [ ] = another dose, or the depositor's remark. Not a hit list (roughly 4% active in at least one column).

DENV2 CPE	ERAP1 HTS inh	Casp6 inh	miR-122 sensor	SIRT5 inh	F508del corr	ERp5 block	SMILES
-6	1	-1	-7[16.7 µM]	-5	1.3	6	C[C@H](CO)N1C[C@H](C)[C@H](CN(C)Cc2cccnc2)Oc2cc(-c3ccncc3)ccc2S1(=O)=O
11	-2	4	/	-5	1.0	1	O=C(NC1CCCN(Cc2ccc(Cl)cc2)C1)c1cccc(F)c1 (stereo not given)
?	-7	1	/	-2	2.2	-3	COc1ccc(CN(C)C(=O)[C@H](Cc2ccccc2)NC(=O)c2ccco2)c(OC)c1
-7	1	-2	-5	4	-0.4	5	CCOC(=O)C1CCCN(C(=O)c2ccc3oc(CCc4ccccc4)nc3c2)C1 (stereo not given)
11	-2	1	63[16.7 µM]	0	-1.8	-19	C[C@H](CO)N1C[C@H](C)[C@@H](CN(C)Cc2ccc(C(=O)Nc3ccccc3N)cc2)Oc2ccc(NC(=O)C3CCCCC3)cc2CC1=O
-14	-1	1	3	-2	-1.0	7	CN(c1ccc(OCC(=O)OCC(=O)Nc2ccccc2F)cc1)S(=O)(=O)c1cccs1
2	2	22	/	/	/	3	CC(=O)Oc1ccc(N2C(=O)C3C4C=CC(C5CC45)C3C2=O)cc1[N+](=O)[O-] (stereo not given)
-4	-6	-7	5	-4	0.0	2	COc1ccc(CC(=O)NNC(=O)c2ccc(Br)s2)cc1OC
-1	/	-2	-17	-1	-1.9	3	Cc1ccc(Cl)cc1NC(=S)N(C)N
0	/	1	-1	-3	-0.1	-3	CCOc1ccc(CN2CCN(Cc3cccn3-c3ncccn3)CC2CCO)cc1 (stereo not given)
13	-1	-4	-10	0	-0.8	10	CCN(CCS(=O)(=O)c1ccc(Br)cc1)Cc1nc2ccccc2c(=O)[nH]1
-2	0	4	/	-2	5.9	-1	CCN(CC)C(=O)CSc1ncnc2sccc12

Record cards (already shown). Values in the order: DENV2 CPE, ERAP1 HTS inh, Casp6 inh, miR-122 sensor, SIRT5 inh, F508del corr, ERp5 block
C[C@H](CO)N1C[C@H](C)[C@@H](CN(C)Cc2ccc(C(=O)Nc3ccccc3N)cc2)Oc2ccc(NC(=O)C3CCCCC3)cc2CC1=O in the list: 11, -2, 1, 63[16.7 µM], 0, -1.8, -19
C[C@H](CO)N1C[C@H](C)[C@H](CN(C)Cc2cccnc2)Oc2cc(-c3ccncc3)ccc2S1(=O)=O in the list: -6, 1, -1, -7[16.7 µM], -5, 1.3, 6

Next records.
DENV2 CPE	ERAP1 HTS inh	Casp6 inh	miR-122 sensor	SIRT5 inh	F508del corr	ERp5 block	SMILES
-4	-2	1	0[16.7 µM]	1	1.4	-6	CS(=O)(=O)N1CCCCN2[C@H](CO)[C@@H](c3ccc(-c4cccc(C#N)c4)cc3)[C@@H]2C1
-5	/	1	/	/	-1.8	-5	COc1ccc2c(c1)CCc1c-2nc2ccccc2c1N1CCOCC1
13	1	-2	/	6	-2.2	-7	COc1ccccc1C#Cc1ccc([C@@H]2[C@@H](CO)N(C(=O)C3CCCC3)[C@H]2C#N)cc1
21*	3	-1	7[16.7 µM]	2	0.1	-8	CCCN1C[C@H](C)[C@@H](OC)CN(C)C(=O)c2ccc(NC(=O)Nc3c(C)noc3C)cc2OC[C@H]1C
1	-1	-4	-25[16.7 µM]	2	0.9	-5	O=C(C1CCCC1)N1CCCCN2[C@@H](CO)[C@H](c3ccc(C#CC4CC4)cc3)[C@@H]2C1
0	/	-1	-2	/	-2.3	-3	COc1ccccc1CNC(=O)COc1ccc(C)nc1[N+](=O)[O-]
-5	-1	1	/	-3	/	5	Cc1ccccc1Nc1nc(N)nc(CSc2ccccc2)n1
-2	2	-2	-3	0	-1.3	-3	CCc1nc2ccc(C(=O)Nc3cc(-c4ccccc4)ccc3OC)cn2c1N(C)CCC(C)C
8	-9	-2	6	-6	-4.3	5	Cc1ccc(NC(=O)Nc2ccc3c(c2)OCO3)cc1F
-5	4	1	/	0	0.8	3	O=C(Nc1ccc(N2CCOCC2)cc1)c1cc2c(s1)CCCCC2
1	-2	2	/	1	-2.7	3	Cc1ccnc(NS(=O)(=O)c2ccc(C(C)(C)C)cc2)c1
2	0	-1	-4[16.7 µM]	1	1.0	-5	C[C@@H]1CCCCO[C@H](CN(C)C(=O)c2ccccc2)[C@@H](C)CN([C@@H](C)CO)C(=O)c2cc(NC(=O)C3CCCCC3)ccc2O1
?	2	-20	12	1	-2.4	1	CCOc1ccc(S(=O)(=O)NCCCn2ccnc2)cc1
13	11	0	0	-3	-2.5	-2	CCOc1ccccc1C(=O)Nc1nncs1
-14	2	-2	-10[16.7 µM]	10	-2.8	2	C[C@@H]1CN([C@H](C)CO)C(=O)c2cc(NS(=O)(=O)c3ccc(F)cc3)ccc2O[C@@H](C)CCCCO[C@H]1CN(C)C(=O)C1CCCCC1
-1	1	2	-3	-4	5.3	-7	CC1(C)Cc2cccc(OCC(=O)NCCc3ccc(S(N)(=O)=O)cc3)c2O1
0	3	-5	-6	-15	1.5	-2	CCN1CCN(c2ccc(S(=O)(=O)N3CCOCC3)cc2NC(=O)c2ccc(C)c(C)c2)CC1
-10	-1	1	2[16.7 µM]	-2	1.2	-3	O=C(NCc1ccc(F)cc1)[C@@H]1[C@@H](CO)[C@@H]2Cn3c(cccc3=O)[C@H]1N2C(=O)c1cnccn1
-1	0	2	/	3	2.7	-1	Cc1noc(C)c1S(=O)(=O)Nc1ccc2c(c1)CC(=O)N([C@@H](C)CO)C[C@@H](C)[C@@H](CN(C)Cc1ccc(C(=O)Nc3ccccc3N)cc1)O2
3	-1	28	8	1	-0.1	1	Cc1ccc(NC(=O)c2c(NC(=O)CCC(=O)O)sc3c2CCCCC3)cc1
7	1	0	-13[16.7 µM]	-1	0.1	-2	C[C@H]1CN([C@@H](C)CO)C(=O)c2cc(NC(=O)Nc3ccccc3)ccc2O[C@H]1CN(C)Cc1ccc2c(c1)OCO2
25*	/	1	-5	/	-0.4	-5	O=C1CCC/C=C/C[C@H](CC(=O)N(CCO)Cc2ccccc2)C(=O)N[C@@H](Cc2ccccc2)CO1
/	2	4	/	1	/	2	O=C(COC(=O)COc1ccc(Nc2ccccc2)cc1)NCc1ccco1
2	0	-2	-3	-1	-0.6	2	O=C(C[C@@H]1NS(=O)(=O)OC2CCCCC21)c1ccccc1 (stereo not given in full)
-7	2	6	1	1	-2.2	8	CC(NC(=O)C(=O)NCCN1CCN(C(=O)c2ccc([N+](=O)[O-])cc2)CC1)c1ccccc1 (stereo not given)
?	/	/	7[16.7 µM]	/	-0.7	/	CC(=O)N1[C@H](CO)[C@H](c2ccc(-c3ccccc3)cc2)[C@H]1CNC(=O)C1CC1
-12	/	/	/	0	-1.7	2	CO[C@@H]1CN(C)C(=O)c2ccc(NC(C)=O)cc2OC[C@@H](C)NC[C@@H]1C
-5	1	-2	-2	-5	10*	2	O=C(C(Cc1ccccc1)n1cccc1)N1CCCCC1 (stereo not given)
4	-5	-1	-9[16.7 µM]	-1	-0.5	5	CNC[C@@H]1Oc2cc(C#Cc3ccccc3F)ccc2S(=O)(=O)N([C@@H](C)CO)C[C@H]1C
1	1	0	-12[16.7 µM]	-1	-0.1	-5	C[C@@H]1CN([C@H](C)CO)C(=O)c2cc(NC(=O)CCCN(C)C)ccc2O[C@H]1CN(C)Cc1ccc(Cl)c(Cl)c1
-2	1	4	4	-3	0.3	1	O=C(NCCc1ccc(C(F)(F)F)cc1)C1CCC(=O)N(CCCc2ccccc2)C1 (stereo not given)
8	0	-3	22	-1	-0.2	5	Cc1cccc(COc2ccccc2C(=O)N(C)CC(=O)Nc2cccc(F)c2)c1
18	-1	-1	0[16.7 µM]	1	1.0	8	C[C@H](CO)N1C[C@H](C)[C@H](CN(C)Cc2ccc3c(c2)OCO3)Oc2ccc(NC(=O)Nc3ccc(C(F)(F)F)cc3)cc2C1=O
0	4	-1	/	-1	2.7	-5	CO[C@@H]1CN(C)C(=O)c2cc(NC(=O)Nc3ccc(C(F)(F)F)cc3)ccc2OC[C@H](C)NC[C@H]1C
4	-1	2	0[16.7 µM]	2	1.0	3	O=C(Cc1ccccn1)N[C@@H]1CC[C@@H](CCNC(=O)c2cc(Cl)cc(Cl)c2)O[C@H]1CO
/	2	0	/	-2	0.6	8	CCn1cc(C(=O)O)c(=O)c2cc(F)c(N3CCN(C(=S)NC(=O)c4ccc(F)c(F)c4)CC3)cc21
-3	-17	1	/	-1	-2.2	2	Cc1nc2ncccn2c1-c1csc(Nc2cccc(C(=O)O)c2)n1
/	2	-4	-5	1	2.4	2	CCc1ccc(-c2nc(SCC(=O)N(CC)C3CCS(=O)(=O)C3)n[nH]2)cc1 (stereo not given)
-5	-8	0	/	11	0.1	9	C[C@H](CO)N1C[C@H](C)[C@@H](CN(C)C(=O)Nc2ccc(F)cc2)Oc2c(NC(=O)Nc3ccc(F)cc3)cccc2C1=O
-4	2	-1	/	-1	0.0	-4	COc1ccc(-c2ccc([C@H]3[C@@H](CO)N4C(=O)CN(C(=O)Cc5ccccn5)C[C@@H]34)cc2)cc1
-5	-4	2	2	-3	-1.1	-1	CCSc1nc(C)c(CCOc2cccc(C)c2)c(=O)[nH]1
-5	/	-4	/	-2	-0.6	-6	CCNC(=S)N1CCN(CC(=O)Nc2ccc(OC)cc2)CC1
3	-3	1	5[16.7 µM]	2	-1.1	-1	C[C@H](CO)N1C[C@H](C)[C@@H](CN(C)S(=O)(=O)c2ccc(Cl)cc2)Oc2ccc(NC(=O)c3ccncc3)cc2C1=O
?	5	29	-12	22*	-3.2	8	Cc1ccc2nc(N3C(=O)C(O)=C(C(=O)c4ccc(C)o4)C3c3ccc(O)cc3)sc2c1 (stereo not given)
2	0	-4	/	-3	6.4	-10	CCOC(=O)C1CCN(C(=O)c2c(-c3ccccc3)noc2C)CC1
-5	/	3	/	0	-0.1	0	COc1ccc(NC(=O)CS(=O)(=O)c2cn(CC(=O)N3CCOCC3)c3ccccc23)cc1
-10	-3	-2	/	-4	1.5	6	O=C(CN1CCOCC1)NCC[C@@H]1CC[C@@H](NS(=O)(=O)c2ccc(Cl)cc2)[C@H](CO)O1
-6	3	1	3	2	-1.0	-1	CCN1C(=O)[C@H]2[C@@H](c3ccc(C)cc3)N3C(=O)N(c4cccc(Cl)c4)C(=O)[C@@]3(CC)[C@H]2C1=O
3	-2	1	-12	3	0.7	-5	CC1(C)CC(CCC(=O)Nc2ccccc2Cl)C(=O)O1 (stereo not given)
-3	-3	3	/	/	-0.5	-1	c1ccc(Cc2cnc(N3CCN(Cc4csc5ccccc45)CC3)nc2)cc1
4	-4	-4	-3	0	2.3	4	O=C(CSc1nnc2ccc(-c3ccccn3)nn12)NCC1CCCO1 (stereo not given)
-7	1	-2	-3	0	0.7	-3	COc1ccc(C2=CC(=O)C[C@H](c3ccc(Cl)cc3)C2)cn1
6	-2	0	2	1	0.3	-4	O=C(c1cccnc1)N1c2ccccc2Sc2ccccc21
1	3	-3	11	4	1.6	-1	Cc1ccccc1/C=C/C12NC(=O)CN1c1ccccc1C2(C)C (stereo not given)
-12	0	3	-5	-3	0.5	2	Cc1ccc(CCN2CCN=C2N(C)C)cc1
4	3	3	-1[16.7 µM]	-1	0.5	1	CN(C)c1ccc2c(c1)[C@H]1C[C@H](CC(=O)NCc3ccc4c(c3)OCO4)O[C@H](CO)[C@H]1O2
-1	-2	-2	/	-4	-0.7	-6	O=C(COc1ccc(/C=N/NC(=O)c2ccccc2O)cc1)Nc1ccccc1
-2	-1	-1	/	-6	0.7	-5	C=CCn1c(SC)nnc1C1COc2ccccc2O1 (stereo not given)

Assay outcomes as filed in PubChem.
